AID2073: inhibitors of Mint1-CaV2.2 protein interaction, biochemical, HTRF (AID 2073); HTRF protein-protein interaction, Mint1-CaV2.2; higher % means a stronger effect; inhibition, % at 20 µM, or IC50 in µM where a hit was titrated; 290,000 tested, 0.19% active; in the data active = inhibition mostly above about 51%, no sharp cut-off; inconclusive = no clear call, values can overlap the other calls; inactive = mostly below about 53%; note: some results filed as inactive read as strong as hits
Large T inhibition: SV40 large T antigen inhibitors, biochemical (AID 1903) | SV40 large T antigen ATPase/helicase inhibition assay; higher % means a stronger effect | one-dose inhibition, % at 20 µM; IC50 in µM for titrated hits | 310,000 tested, 0.39% active; in the data active = a potency from the dose series; inconclusive = inhibition mostly from about 32% at the one dose, without a potency; inactive = the rest, 99 in 100 with inhibition below about 32%; note: strong numbers were not always called active
NTR1 agonist: agonists of NTR1, primary screen, imaging, U2OS cells, beta-arrestin-GFP, high content (AID 493036). Neurotensin receptor type 1 (Homo sapiens), P30989. NTR1-U2OS beta-arrestin-GFP spot imaging, agonist mode. activation, % at 20 µM. 330,000 tested, 0.17% active;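 active = activation at or above 40% of the spot to cytoplasm intensity ratio, with at least 20 cells analyzed; inconclusive = wells under 20 cells, flagged as cytotoxic or low count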;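 note: 0% = DMSO without peptide and 100% = 100 nM NTR1 peptide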
Target sequence (P30989 whole entry, looked up): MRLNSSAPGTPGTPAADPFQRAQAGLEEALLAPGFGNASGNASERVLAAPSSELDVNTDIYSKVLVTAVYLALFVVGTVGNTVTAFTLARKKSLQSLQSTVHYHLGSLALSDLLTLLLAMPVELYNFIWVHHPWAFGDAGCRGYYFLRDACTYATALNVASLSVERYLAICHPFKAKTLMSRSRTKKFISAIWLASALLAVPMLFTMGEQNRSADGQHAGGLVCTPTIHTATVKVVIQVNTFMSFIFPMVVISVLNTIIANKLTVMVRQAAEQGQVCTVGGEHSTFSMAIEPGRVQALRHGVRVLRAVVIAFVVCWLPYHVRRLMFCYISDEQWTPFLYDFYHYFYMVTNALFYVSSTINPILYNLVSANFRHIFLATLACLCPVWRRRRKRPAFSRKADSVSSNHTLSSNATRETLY
SIAH1 antagonists: Siah-1 peptide-binding antagonists, primary screen, biochemical, fluorescence polarization, rhodamine-plectin, uHTS (AID 1817). Siah-1 / rhodamine-plectin peptide fluorescence polarization; higher % means a stronger effect. one-dose displacement, % at 20 µM; IC50 in µM for titrated hits. 290,000 tested, 0.02% active;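 active = displacement of at least 50% at 20 µM, with a fluorescence ratio check between 0.3 and a set limit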;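 note: plate controls were Siah plus tracer with DMSO for no effect and tracer alone without Siah for full effect; strong numbers were not always called active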
UTI89 phage lysis: inhibition of K1F phage lysis, E. coli UTI89, bacterial capsule biogenesis inhibitors, alamar blue (AID 488966). E. coli UTI89 K1F phage lysis, alamar blue, 2 h; higher % means a stronger effect. one-dose inhibition, % at 100 µM; IC50 in µM for titrated hits. 340,000 tested, 0.02% active;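 active = phage lysis inhibition, versus mean bacterial control, above a set limit; inconclusive = no clear call, values can overlap the other calls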;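 note: capsule biogenesis inhibitors block K1F phage lysis so surviving cells raise fluorescence; higher fluorescence means more inhibition of phage lysis; actives were called in the ten point dose series up to 300 µM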
RSV antiviral HEp-2: RSV antiviral activity via CPE protection, HEp-2 cells, primary 10 µM value included (AID 2391); HEp-2 cells, RSV-induced CPE inhibition; higher % means a stronger effect; one-dose CPE inhibition, % at 10 µM; IC50 in µM for titrated hits; 310,000 tested, 0.13% active; in the data active = a potency from the dose series; inconclusive = CPE inhibition mostly from about 23% at the one dose, without a potency; inactive = the rest, 99 in 100 with CPE inhibition below about 21%; note: strong numbers were not always called active
West Nile virus CPE: West Nile virus antiviral activity, cell-based, CPE readout (AID 1621); one-dose CPE inhibition, % at 10 µM; IC50 in µM for titrated hits; 290,000 tested, 0.02% active; West Nile virus-infected cells, CPE inhibition; higher % means a stronger effect; in the data active = a potency from the dose series; inconclusive = CPE inhibition mostly from about 3.7% at the one dose, without a potency; inactive = the rest, 99 in 100 with CPE inhibition below about 2.2%; note: strong numbers were not always called active
NS5 inhibitors: Dengue-2 NS5 methyltransferase inhibitors, primary screen, biochemical, confirmation dose response (AID 588689); Dengue-2 NS5 methyltransferase capping enzyme assay, biochemical; higher % means a stronger effect; inhibition, % at 25 µM, or IC50 in µM where a hit was titrated; 340,000 tested, 0.3% active; in the data active = a potency from the dose series; inconclusive = inhibition above about 29% without an active follow-up result
Rac1 GTP hydrolysis: MgcRacGAP GTPase-activating activity inhibitors, confirmation, biochemical, ADP Hunter fluorescence | Rac GTPase-activating protein 1 (Homo sapiens) | MgcRacGAP-stimulated Rac1 GTP hydrolysis, ADP Hunter fluorescence; higher % means a stronger effect; GST-tagged Rac1 F28L mutant substrate | inhibition, % at 30 µM; hits with a dose series show IC50 in µM | 340,000 tested, 0.6% active | AID 624330, 2012;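 active = first-screen hits whose inhibition reached a set limit at any dose in the follow-up dose series; inconclusive = inhibition above the set first-screen limit but never retested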;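 note: fluorescence reports GDP produced by GAP-driven GTP hydrolysis; strong numbers were not always called active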
NTR1 agonist cell count 20 µM: also measured in NTR1 agonist; calls as there; cell count; measured here: cell count, cytotoxicity flag
NS5 inhibitors pilot replicate: further read-out of NS5 inhibitors, marked with its call; inhibition, %; measured here: pilot screen replicate inhibition
Numbers without * were called inactive; i = inactive; ? = inconclusive; / = not tested or not shown; [ ] = another dose, or the depositor's remark. Outcome played no part in choosing rows; overall some 1.6% were active at least once.

SMILES	AID2073	Large T inhibition	NTR1 agonist	NTR1 agonist cell count 20 µM	SIAH1 antagonists	UTI89 phage lysis	RSV antiviral HEp-2	West Nile virus CPE	NS5 inhibitors	Rac1 GTP hydrolysis	others
O=C(Nc1ccc(Br)cc1F)c1ccc2nsnc2c1	22%	7%	1.0	57	0%	0.2%	-0.1%	0.5%	2%	8%
COCCn1c(C23CC4CC(CC(C4)C2)C3)n[nH]c1=S	-26%	-7%	-0.1	68	-7%	0.0%	0.2%	0.3%	-8%	2%
COc1ccc(CNC(=O)CCN2C(=O)[C@@H]3Cc4ccccc4CN3C2=O)cc1	-4%	3%	1.0	49	0%	0.4%	2.0%	-0.2%	1%	14%
CC1CN(c2ccc([N+](=O)[O-])cc2C#N)CC(C)O1 (stereo unspecified)	9%	16%	0.3	46	4%	-0.5%	38%	0.1%	-2%	14%
CC(=O)CSc1ncnc2c1cnn2-c1ccccc1	-2%	-2%	-1.2	76	6%	-0.1%	47%	-0.3%	-16%	0%
CCCCn1c(N)c(N(CC(C)C)C(=O)c2c(CC)noc2C)c(=O)[nH]c1=O	/	27%	-1.2	48	/	0.2%[50 µM]	-1.4%	/	-3%	-4%
CC(C)(C)NC(=O)CN(C(=O)CS(=O)CC(=O)Nc1ccc(F)cc1)c1ccc(Cl)cc1 (stereo unspecified)	4%	14%	3.5	61	4%	6.6%	0.5%	-0.6%	-7%	4%
Cc1ccc(N=C2NC(=O)/C(=C/c3cccn3C)S2)cc1C	1%	13%	0.9	50	2%	/	-0.2%	-0.2%	/	/
COc1cccc2sc(NNC(=O)c3nc4ccccc4s3)nc12	36%	8%	-0.9	100	4%	1.3%	-2.1%	/	-3%	2%
O=C(NC1CCN(C(=O)Nc2ccc(F)cc2)CC1)c1ccccc1F	-13%	6%	0.5	65	3%	0.0%	0.7%	-0.6%	-6%	6%
O=C(NCc1ccco1)c1ccc2c(=O)n(CCC3=CCCCC3)c(=O)[nH]c2c1	16%	21%	-2.2	73	-2%	0.5%	0.5%	0.0%	-8%	6%
Cc1ccnc(NC(=O)CCC(=O)N(CC(=O)NCCc2ccccc2)Cc2ccco2)c1	0%	10%	/	/	-4%	0.2%	/	0.3%	-5%	10%
CC(=O)Nc1cccc(/C(C)=N/Nc2nc3ccccc3s2)c1	9%	15%	4.8	41	0%	0.0%	12%	0.3%	-4%	15%
Cc1ccc(/C=N/NC(=O)C(NC(=O)c2ccccc2)c2n[nH]c(=O)c3ccccc23)cc1 (stereo unspecified)	-4%	2%	2.2	32	2%	-0.7%	3.6%	1.6%	-4%	8%
Cc1cc(NC(=O)Cn2nnc(-c3ccccc3NC(=O)c3ccccc3F)n2)no1	-2%	1%	-0.8	57	-5%	0.0%	-0.2%	-0.3%	-2%	3%
CCOC(=O)Nc1sc(NS(=O)(=O)c2ccccc2)nc1C	-4%	13%	-0.4	84	-2%	1.7%	1.3%	0.1%	30%	-3%	NS5 inhibitors pilot replicate=-2.1
Cc1ccc(-c2nc(NC(=O)c3nn(C)cc3[N+](=O)[O-])sc2C)cc1C	-10%	-3%	28	79	0%	-0.2%	-3.5%	/	-2%	7%
CCCCNc1nc2ccccc2n1CC(=O)N1CCc2ccccc2C1	2%	3%	2.5	83	-1%	0.0%	1.3%	-1.4%	-5%	6%
N#Cc1c2n(c(=S)n(-c3ccccc3[N+](=O)[O-])c1=O)CCCCC2	8%	6%	1.8	59	-4%	0.0%	-0.6%	-0.6%	3%	13%
CCOC(=O)Cc1csc(NC(=S)NC(=O)c2cccc([N+](=O)[O-])c2)n1	-6%	13%	1.8	55	-1%	2.3%	2.2%	-0.5%	-6%	0%
CCOC(=O)c1sc(NC(C)=O)nc1C	-34%	6%	0.2	49	-3%	2.8%	1.0%	0.2%	-3%	6%
CCOc1cc(/C=N/NC(=O)Cn2nc([N+](=O)[O-])cc2C)cc(Br)c1OCc1ccccc1C	7%	3%	4.1	86	1%	1.7%	45%	?	5%	5%	NS5 inhibitors pilot replicate=-3.0
Cc1ccsc1C(=O)NCC(=O)OCc1ccccc1	-1%	10%	-0.5	54	2%	-0.1%	0.9%	0.1%	-1%	7%
CCOc1ccc(N2C(=O)Nc3ccccc3C2(O)C(=O)NCc2ccc(C)cc2)cc1 (stereo unspecified)	-3%	20%	0.0	52	6%	0.1%	1.7%	1.6%	-2%	11%
Cn1c(CNC(=O)c2ccc(F)cc2)nc2ccccc21	1%	-4%	-1.4	101	2%	0.6%	2.4%	0.2%	-2%	3%
NC(=O)c1ccc(NC(=O)Nc2ccc3c(c2)OCO3)cc1	30%	13%	-0.9	58	3%	0.0%	1.0%	-0.1%	-15%	6%
O=S(=O)(Nc1c(S(=O)(=O)c2ccccc2)c2nc3ccccc3nc2n1C1CCCCC1)c1ccccc1	11%	29%	/	/	i	0.4%	4.2%	/	-5%	2%
Cc1nn(Cc2ccc(Cl)cc2)c(C)c1NC(=O)CSc1nc2c(c(C(F)(F)F)n1)CCc1ccccc1-2	13%	-1%	6.2	60	4%	-0.8%	0.7%	10%	-12%	6%
CCOC(=O)c1oc2ccc(CNC(C)(C)C)c(Cl)c2c1C	9%	3%	0.0	63	15%	5.0%	-2.1%	-0.8%	-1%	27%
CCn1c(SCC(=O)Nc2ccc3c(c2)OCCO3)nnc1C(C)C	5%	9%	0.6	29	9%	0.1%	1.3%	0.0%	6%	0%

6 compounds drawn at random from those above:
SMILES	AID2073	Large T inhibition	NTR1 agonist	NTR1 agonist cell count 20 µM	SIAH1 antagonists	UTI89 phage lysis	RSV antiviral HEp-2	West Nile virus CPE	NS5 inhibitors	Rac1 GTP hydrolysis	others
CCOc1ccc(N2C(=O)Nc3ccccc3C2(O)C(=O)NCc2ccc(C)cc2)cc1 (stereo unspecified)	-3%	20%	0.0	52	6%	0.1%	1.7%	1.6%	-2%	11%
Cc1ccsc1C(=O)NCC(=O)OCc1ccccc1	-1%	10%	-0.5	54	2%	-0.1%	0.9%	0.1%	-1%	7%
CCOC(=O)c1oc2ccc(CNC(C)(C)C)c(Cl)c2c1C	9%	3%	0.0	63	15%	5.0%	-2.1%	-0.8%	-1%	27%
NC(=O)c1ccc(NC(=O)Nc2ccc3c(c2)OCO3)cc1	30%	13%	-0.9	58	3%	0.0%	1.0%	-0.1%	-15%	6%
Cc1nn(Cc2ccc(Cl)cc2)c(C)c1NC(=O)CSc1nc2c(c(C(F)(F)F)n1)CCc1ccccc1-2	13%	-1%	6.2	60	4%	-0.8%	0.7%	10%	-12%	6%
CCOC(=O)c1sc(NC(C)=O)nc1C	-34%	6%	0.2	49	-3%	2.8%	1.0%	0.2%	-3%	6%

(continued)
SMILES	AID2073	Large T inhibition	NTR1 agonist	NTR1 agonist cell count 20 µM	SIAH1 antagonists	UTI89 phage lysis	RSV antiviral HEp-2	West Nile virus CPE	NS5 inhibitors	Rac1 GTP hydrolysis	others
CC(=C\C(=O)O)/C(=C/c1ccco1)C(=O)O	1%	16%	1.0	65	0%	0.3%	-0.7%	0.2%	-8%	10%
Cc1ccc(S(=O)(=O)Nc2cc(-c3nn(C)c(=O)c4ccccc34)ccc2N2CCOCC2)cc1	2%	4%	7.2	83	0%	1.2%	/	2.5%	1%	11%
CN(Cc1cccs1)C(=O)c1ccc(S(=O)(=O)NCc2ccco2)cc1	10%	9%	0.0	56	12%	-0.4%[50 µM]	0.4%	-0.3%	-1%	11%
N#CC(C#N)=C1c2cc(S(N)(=O)=O)ccc2-c2ccc(S(N)(=O)=O)cc21	2%	4%	/	/	9%	-0.3%	/	-0.3%	-44%	-6%
Cc1ccnc(Nc2nc(-c3sc(C)nc3C)cs2)c1	/	19%	6.7	48	/	0.5%	/	/	8%	9%
C=CCn1c(SCc2nc3cc(C(F)(F)F)ccc3c(=O)[nH]2)nc2sc(CC)cc2c1=O	5%	7%	3.6	68	-8%	2.7%	0.1%	-0.1%	-7%	11%
COc1cc2nc(CN3CCN(S(=O)(=O)c4ccc(C)c(C)c4)CC3)[nH]c(=O)c2cc1OC	-3%	7%	-1.0	42	0%	-0.6%	3.7%	-1.0%	9%	4%
CS(=O)(=O)Nc1ccc(S(=O)(=O)N2CCCCCC2)cc1	4%	7%	-0.6	49	2%	0.3%	0.8%	0.3%	-5%	-5%
N#CCC(=O)N/N=C/c1cc([N+](=O)[O-])ccc1N1CCOCC1	4%	12%	0.7	44	8%	0.5%	-0.9%	-0.2%	1%	6%
CN(C)/N=C1\CCS(=O)(=O)c2sccc21	4%	24%	1.8	25	-2%	0.8%	3.1%	-0.4%	3%	2%
CCOc1ccc(-c2nc(N)ncc2Oc2ccccc2Br)c(O)c1	-4%	2%	20	34	1%	-0.8%	2.3%	0.0%	-1%	1%
C/C=C/c1ccc(OCCCCN2CC(C)CC(C)C2)c(OC)c1 (stereo unspecified)	-7%	5%	0.6	70	2%	3.8%	-2.9%	0.1%	-7%	?
CCOc1ccc(N2C(=O)c3cccnc3C2Nc2ccc(C)c(C)c2)cc1 (stereo unspecified)	-1%	20%	-0.7	75	3%	0.9%	2.0%	-0.8%	-3%	12%
Cc1ccc(Cl)c(OCC(=O)OCC(=O)NC2CCCc3ccccc32)c1 (stereo unspecified)	-5%	0%	-0.9	84	14%	-0.4%	0.8%	-0.1%	10%	2%
CC1CCN(C(=O)/C(=C\c2ccccc2F)NC(=O)c2ccccc2)CC1	2%	6%	0.5	54	0%	-0.1%	0.9%	-1.1%	12%	6%
Cc1cccc(-n2c(C)cc(C(=S)N3CCOCC3)c2C)c1C	17%	-8%	1.8	56	3%	0.2%	5.6%	-0.3%	-6%	8%
CC(OC(=O)Cc1c(F)cccc1Cl)C(=O)NCCC1=CCCCC1 (stereo unspecified)	1%	6%	1.3	47	5%	-2.7%	1.9%	-1.0%	-5%	3%
COC(=O)c1ccc(S(=O)(=O)N2Cc3ccccc3C2)cc1	-9%	-1%	-0.8	95	-1%	-0.2%	0.2%	-0.1%	-4%	5%
O=C(COC(=O)CSc1nnc(-c2ccc(Cl)cc2)o1)Nc1cc(Cl)ccc1Cl	4%	20%	1.9	45	-4%	0.3%	-1.0%	-0.1%	-11%	11%
O=C(NCCc1cccc(F)c1)/C(=C/c1cccnc1)NC(=O)c1ccccc1	4%	6%	-1.6	72	-4%	0.1%	2.9%	-1.0%	-5%	7%

Screens: PubChem, several laboratories
